Chronic BCR inh – qHTS Assay to Find Inhibitors of Chronic Active B-Cell Receptor Signaling. 0.05% of 340,000 active. ABC-DLBCL IkBa-CBG/CBR reporter, luminescence ratio, 4 h. AID 493014, 2011. Potency, µM (series often up to 46.1 µM), for inactives: top-dose ratio change, negative = lower green/red ratio, usual class: inhibitors; active = well fitted inhibition curve with a large enough effect in the signal ratio, with a control signal flat, not every such curve was filed as active; inconclusive = small, poorly fitted or top-dose-only effect, or effect the other way, or a change in a side signal; the % refers to the signal ratio;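 note: potency is the fitted concentration of half-maximal effect; plate controls were basal doxycycline-induced cells for no effect and cells given 10 µM MG132 for full effect; MG132 reads +100%, hits lower the ratio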
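Compounds up to 46 uM were incubated four hours with TMD8 cells whose green CBG68 luciferase is fused to IkappaBalpha; red CBR luminescence normalised the signal, and concentration-effect curves were fitted to fusion, red and ratio data.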
PKM2 act – qHTS Assay for Activators of Human Muscle isoform 2 Pyruvate Kinase | purified PKM2, Kinase-Glo ATP luminescence, activation; response scale: 0% is enzyme alone, no compound | AID 1631, 2009 | Potency, µM (titrated, usually from 57.5 µM), for inactives: at the top dose activation, usual class: activators | 0.34% of 260,000 active; note: potency is the fitted concentration of half-maximal effect; % is set by controls: 0 for no effect and ±100 for the full control effect; nearly all actives have a fitted effect of over 55% in size
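Purified hPK-M2 (>95% pure) converted ADP (0.1 mM final) to ATP with 0.5 mM PEP in 50 mM imidazole pH7.2, KCl, MgCl2, Tween 20, BSA; 1 h at room temperature. ATP detected by Kinase-Glo luminescence.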
MBNL1-CUG inh – qHTS Assay for Inhibitors of MBNL1-poly(CUG) RNA binding | AID 2675, 2010 | TR-FRET MBNL1-His/biotin-(CUG)12 binding, 665/545 ratio | Muscleblind-like protein 1 (Homo sapiens), Q9NR56 | Potency, µM (series often up to 57.5 µM), without a hit: at the top dose activity change, negative = inhibition, usual class: inhibitors | 0.036% of 280,000 active; active = well fitted inhibition curve with a large enough effect in the signal ratio, with a control signal flat, not every such curve was filed as active; inconclusive = small, poorly fitted or top-dose-only effect, or effect the other way, or a change in a side signal; inactive = no such curve, though single readings can be large or run the other way; the % refers to the signal ratio; note: potency is the fitted concentration of half-maximal effect; % is set by controls: 0 for no effect and ±100 for the full control effect
Target sequence (Q9NR56 whole entry, looked up): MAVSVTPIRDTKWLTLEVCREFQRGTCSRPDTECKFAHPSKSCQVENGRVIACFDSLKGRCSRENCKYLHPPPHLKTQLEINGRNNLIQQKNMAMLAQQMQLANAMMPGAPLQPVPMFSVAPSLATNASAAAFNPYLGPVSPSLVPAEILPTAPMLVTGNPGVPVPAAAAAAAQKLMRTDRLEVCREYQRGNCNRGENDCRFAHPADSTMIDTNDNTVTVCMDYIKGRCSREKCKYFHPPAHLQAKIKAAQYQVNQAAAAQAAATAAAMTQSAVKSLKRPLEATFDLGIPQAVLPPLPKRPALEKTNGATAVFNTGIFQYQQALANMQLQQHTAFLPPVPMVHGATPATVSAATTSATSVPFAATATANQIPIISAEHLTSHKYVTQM
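TR-FRET readout: Ex 340 nm, 665/545 nm emission ratio, normalized to buffer-only (basal) and MBNL1-(CUG)12 controls. Complex of MBNL1-His with Biotin-(CUG)12, compounds 92 nM–58 uM, incubated 60 min at room temperature.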
Mito fusion yeast – qHTS Assay for Small Molecule Inhibitors of Mitochondrial Division or Activators of Mitochondrial Fusion | 0.23% of 320,000 active | S. cerevisiae fusion-defective mutant growth rescue, CellTiterGlo 48 h | Potency, µM (titrated, usually from 46.1 µM), without a hit: at the top dose growth rescue (activation), hits mostly activators | AID 485298, 2010;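 note: potency is the fitted concentration of half-maximal effect; % of control where 0% means no effect; nearly all actives have a fitted effect of over 45% in size; temperature-sensitive fusion mutants such as fzo1-1 at 37 °C on non-fermentable ethanol glycerol medium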
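Temperature-sensitive fusion-defective S. cerevisiae (e.g. fzo1-1, mgm1-5) were grown with compound in YPEG medium (3% ethanol, 3% glycerol) for 48 hours at 37C. Growth rescue was measured as viability by CellTiterGlo luminescence after 10 minutes at ambient.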
Eya2 inh – qHTS Assay for Inhibitors of the Phosphatase Activity of Eya2 | recombinant Eya2, OMFP fluorescence dephosphorylation (OMFP is methylfluorescein phosphate) | Potency, µM (highest dose often 76.9 µM), for inactives: top-dose activity, negative = inhibition, most hits filed as inhibitors | 0.006% of 330,000 active | AID 488837, 2010; note: potency is the fitted concentration of half-maximal effect; % is set by controls: 0 for no effect and ±100 for the full control effect
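Eya2 (0.2 uM) preincubated 10 min at ambient with compound, then OMFP substrate added at 50 uM; 10 min reaction in 50 mM HEPES pH 7.5, 50 mM NaCl, 5 uM MgCl2, 0.05% BSA, 1 mM DTT. Fluorescence read at Ex 485/Em 525 nm.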
GALK inhibitor – qHTS Assay for Inhibitors of Human Galactokinase (GALK); P51570; Purified GALK, Kinase-Glo residual ATP luminescence; Potency, µM (top dose mostly 57.5 µM), inactives show at the highest dose activity change, negative = inhibition, actives largely listed as inhibitors; 0.007% of 270,000 active; note: potency is the fitted concentration of half-maximal effect; % is set by controls: 0 for no effect and ±100 for the full control effect
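Galactose (100 uM) and ATP (35 uM) were turned over by 5 nM GALK for 1 h at RT. Kinase-Glo Plus then converted the remaining ATP into a luminescent signal.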
USP2a block – qHTS Assay for Inhibitors of Ubiquitin-specific Protease USP2a Using CHOP2 as the Reporter; 0.01% of 330,000 active; Ubiquitin carboxyl-terminal hydrolase 2 (Homo sapiens), O75604; USP2 core, Ub-CHOP2 coupled fluorogenic reporter, 485/531; Potency, µM (series often up to 38.3 µM), for inactives: at the top dose activity change, negative = inhibition, most hits filed as inhibitors; AID 463254, 2010;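 note: potency is the fitted concentration of half-maximal effect; plate controls were DMSO wells for no effect and full inhibition by NEM control for full effect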
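Cell-free coupled assay: 10nM USP2 core preincubated 30min RT with compound in Tris-HCl pH 8.0/CaCl2/CHAPS buffer, then 25nM Ub-CHOP2 and 25nM reporter substrate; fluorescence (Ex 485/Em 531) read after 60min RT, normalized to NEM inhibition, concentration-response curves fitted.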
hERG WT inh – qHTS for Inhibitors of KCHN2 3.1: Wildtype qHTS; U2OS, BacMam KCNH2, thallium flux FluxOr; stronger effect = lower value; activity change, % at 1.84 µM; 0.37% of 340,000 active; AID 720551, 2013;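 active = maximum activity change below -70%; inconclusive = maximum activity change between -70% and -50%; inactive = maximum activity change above -50%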; note: % is set by controls: 0 for no effect and ±100 for the full control effect
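U2OS cells were transduced with wild-type KCNH2 virus (2.03 x 10^8 / mL) for 4 h at room temperature, then cultured overnight at 37 C. Thallium flux was read with FluxOr dye. Rate constants were normalized to DMSO controls.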
Menin-MLL TR inh – qHTS Assay for Inhibitors Targeting the Menin-MLL Interaction in MLL Related Leukemias: Competition With Texas Red Labeled MLL-derived Mutant Peptide | Potency, µM (doses to about 61.6 µM), for inactives: at the highest dose FP activity change, negative = inhibition, hits mostly inhibitors | Menin + Texas Red MLL mutant peptide, fluorescence polarization | 0.23% of 270,000 active | AID 1768, 2009 | O00255; active = well fitted inhibition curve with a large enough effect in the polarisation, with a control signal flat, not every such curve was filed as active; inconclusive = small, poorly fitted or top-dose-only effect, or effect the other way, or a change in a side signal; inactive = no such curve, though single readings can be large or run the other way; the % refers to the polarisation; note: potency is the fitted concentration of half-maximal effect; % of control where 0% means no effect; many of its hits are not listed in these tables
TSHR antagonist – Antagonists of the Thyroid Stimulating Hormone Receptor: HTS campaign | TSHR-expressing cells, TSH-stimulated cAMP HTRF, 2 h; stronger effect = lower value | activity change, negative = inhibition, % at 11.5 µM | 0.2% of 330,000 active;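 active = activity change below a set negative limit, meaning inhibition stronger than a set level, cut at about -70% in these data; inconclusive = activity change between two set negative limits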; note: % is set by controls: 0 for no effect and ±100 for the full control effect
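Cell-based HTRF cAMP assay; TSHR cells + compound, TSH EC80 (4nM final), 2 h, 37 deg C. Lysis with anti-cAMP cryptate and cAMP-d2, 30 min RT, read 665/620 nm.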
ASM inhibitor – Inhibitors of Secretory Acid Sphingomyelinase (S-ASM): qHTS; Sphingomyelin phosphodiesterase (Homo sapiens), P17405; placental ASM, HMU-PC fluorogenic substrate, 60 min; Potency, µM (titrated, usually from 57.5 µM), without a hit: at the highest dose activity change, negative = inhibition, most hits filed as inhibitors; 0.006% of 340,000 active; AID 504937, 2011; note: potency is the fitted concentration of half-maximal effect
Target sequence (P17405 47-631 limits assumed): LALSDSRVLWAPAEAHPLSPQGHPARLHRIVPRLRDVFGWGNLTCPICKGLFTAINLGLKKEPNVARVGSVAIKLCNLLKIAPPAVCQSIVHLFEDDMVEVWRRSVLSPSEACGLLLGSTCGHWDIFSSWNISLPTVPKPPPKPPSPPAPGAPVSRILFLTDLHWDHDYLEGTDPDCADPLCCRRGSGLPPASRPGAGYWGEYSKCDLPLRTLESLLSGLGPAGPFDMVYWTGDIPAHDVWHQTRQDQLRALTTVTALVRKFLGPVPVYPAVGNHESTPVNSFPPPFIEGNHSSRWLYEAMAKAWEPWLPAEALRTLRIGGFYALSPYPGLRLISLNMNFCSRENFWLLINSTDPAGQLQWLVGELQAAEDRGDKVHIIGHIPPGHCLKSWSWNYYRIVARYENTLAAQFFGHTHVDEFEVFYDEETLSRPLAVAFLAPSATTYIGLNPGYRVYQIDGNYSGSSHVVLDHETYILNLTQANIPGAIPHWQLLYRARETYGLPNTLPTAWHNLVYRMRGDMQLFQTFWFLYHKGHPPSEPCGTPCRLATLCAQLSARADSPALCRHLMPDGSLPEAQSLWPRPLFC
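HMU-PC0 cleavage (9 uM final) by human placental ASM, 60 min at 37 °C following 10 min compound exposure at RT; stopped at pH 10, fluorescence Ex 386/Em 447 nm.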
* hit, by the source's call; i = inactive; ? = inconclusive; . = not tested or not shown; & = joins results of further samples; [ ] = remark or other dose. Unless noted, calls come from the whole dose curve; as a rule, active = well fitted curve in the direction sought with a large enough effect; inconclusive = small, poorly fitted or top-dose-only effect, or another doubt; inactive = no such curve, though single readings can be large; an effect the other way counts as inactive or inconclusive. This is a subset; count on the stated rates, not on these rows.

Molecule	Chronic BCR inh	PKM2 act	MBNL1-CUG inh	Mito fusion yeast	Eya2 inh	GALK inhibitor	USP2a block	hERG WT inh	Menin-MLL TR inh	TSHR antagonist	ASM inhibitor
CC(C)OP(=O)(c1ccc(N(C)C)cc1)C(O)c1ccc(Br)cc1 (centres undefined)	?	.	-3%	18%	2%	1%	0%	13	?	3	-5%
CC(C)NC(=O)Cn1cc(C(=O)c2ccccc2F)c2ccccc21	-2%	3%	-1%	-1%	4%	0%	0%	-8	1%	1	-4%
Cc1cccc(-n2c(/C=C/c3ccc([N+](=O)[O-])o3)nc3ccccc3c2=O)c1	0%	6%	.	12%	-2%	0%	4%	10	?	-1	-4%
CCOC(=O)C1CCN(C(C)C(=O)c2c(C)[nH]c3cc(C)ccc23)CC1 (centres undefined)	-5%	-2%	-11%	1%	11%[15.4 µM]	1%	0%	12	-3%	3	-1%
Clc1ccc2c(c1)C(c1ccccc1Cl)=NCc1nncn1-2	-11%	6%	-22%	0%	-5%	2%	-1%	-14	1%	-4	-1%
CC(=O)Nc1cc(C(=O)N2CCC3(CC2)OCCO3)ccc1Sc1ccc(F)cc1	6%	10%	-6%	-3%	-7%	0%	0%	-4	-21%	7	1%
Cc1cccc(C)c1OP(N)(=O)Oc1c(C)cccc1C	0%	0%	-8%	10%	12%	6%	-2%	-8	.	-4	1%
CCCc1c(C)nc(-c2ccc(C)cc2)nc1OC(=O)N(C)C	?	0%	-8%	1%	-9%	-2%	0%	4	.	0	7%
O=P(C(c1ccc2c(c1)OCO2)N1CCOCC1)(N1CCOCC1)N1CCOCC1 (centres undefined)	-20%	1%	-6%	0%	-3%	1%	2%	-12	-10%	2	-1%
CC1(C)C2([N+](=O)[O-])CNCC1([N+](=O)[O-])CNC2	2%	-2%	-7%	-2%	-14%	-1%	-1%	0	21%	-2	1%
CN(CC(=O)Nc1ccccc1C(F)(F)F)C(=O)Cn1c(=O)oc2ccccc21	?	.	.	0%	-31%	.	-1%	0	.	5	.
CCCCn1c(=O)c(C(=O)NCc2ccccc2Cl)c(O)c2ccccc21	7%	0%	-2%	-1%	-6%	4%	0%	-12	19%	13	-6%
CC1CCCCC1NC(=O)Cn1nnc2ccccc2c1=O (centres undefined)	0%	-7%	?	11%	13%	7%	1%	-1	2%	5	-2%
COc1ccccc1-n1c(-c2cccs2)nc2ccccc2c1=O	-1%	-1%	1%	-2%	-11%	-3%	1%	-36	-2%	-8	-1%
CCOc1ccc(C(=O)CCN2CCOCC2)cc1	?	0%	10%	1%	6%	0%	0%	3	-6%	-18	0%
CC1(C)C(C(=O)NCc2ccco2)C1(C)C	1%	5%	-10%	-1%	19%[15.4 µM]	2%	-1%	-4	0%	8	-2%
CCOP(=O)(OCC)/C(=N/OC(=O)c1ccc(OC)cc1)C(N)=O	?	-7%	.	-2%	-22%	-2%	3%	-1	.	-36	8%
COc1ccccc1-n1c(/C=C/c2ccccn2)nc2ccccc2c1=O	?	.	20%	29%	-4%	.	1%	-2	-15%	4	-1%
COc1ccccc1Cn1c(SCC(=O)C(C)(C)C)nc2cc(C(=O)N3CCC4(CC3)OCCO4)ccc2c1=O	?	10%	-12%	10%	1%	-2%	2%	.	?	-3	.
Cc1ccc(CN2CCSc3ccc(C(=O)N4CCC5(CC4)OCCO5)cc32)cc1	?	-1%	14%	32%	-10%	-3%	2%	-3	-13%	-5	41%[activator]

Part of the list above, with values under each structure.
Screens in order – Chronic BCR inh	PKM2 act	MBNL1-CUG inh	Mito fusion yeast	Eya2 inh	GALK inhibitor	USP2a block	hERG WT inh	Menin-MLL TR inh	TSHR antagonist	ASM inhibitor
> COc1ccccc1-n1c(/C=C/c2ccccn2)nc2ccccc2c1=O
  ?	.	20%	29%	-4%	.	1%	-2	-15%	4	-1%
> COc1ccccc1Cn1c(SCC(=O)C(C)(C)C)nc2cc(C(=O)N3CCC4(CC3)OCCO4)ccc2c1=O
  ?	10%	-12%	10%	1%	-2%	2%	.	?	-3	.

(listing goes on)
Molecule	Chronic BCR inh	PKM2 act	MBNL1-CUG inh	Mito fusion yeast	Eya2 inh	GALK inhibitor	USP2a block	hERG WT inh	Menin-MLL TR inh	TSHR antagonist	ASM inhibitor
COc1ccc(OCC#CCN2CCCCCC2)cc1	4%	-10%	-1%	4%	3%	-3%	4%	i	-17%	6	1%
COC(=O)C1=C(c2ccc(C(C)=O)cc2)C[C@@H]2CC[C@H]1N2C(=O)NCc1ccc2c(c1)OCO2	5%	.	.	-5%	9%	.	0%	10	.	-27	-4%
O=C(CCC(=O)N1CCC2(CC1)OCCO2)Nc1nnc(C(F)(F)F)s1	0%	-4%	-4%	1%	4%	-2%	2%	-5	4%	-1	0%
C=CCn1c(O)c(C(C)=NCCCN2CCOCC2)c(=O)[nH]c1=O	9%	-3%	-3%	-3%	-3%	3%	1%	-6	-1%	8	-4%
Cn1c(O)c(C=Nc2ccc(F)cc2)c(=O)[nH]c1=O	-1%	3%	-10%	-4%	?	-3%	0%	-3	2%	-7	3%
O=c1c(C=Nc2cccnc2Cl)c(O)n(CCCCl)c(=O)n1C1CCCCC1	-5%	0%	0%	-1%	0%	-2%	7%	35	8%	-10	-11%
Cc1ccc(OCC(=O)N2CCN(Cc3ccc4c(c3)OCO4)CC2)cc1C	-6%	-3%	-7%	29%	2%	3%	0%	-1	-15%	7	2%
S=c1[nH]c2cc(Br)cnc2[nH]1	13%	?	-12%	-2%	2%	.	5%	20	.	19	7%
Cc1nonc1-c1nc(-c2nonc2N)n[nH]1	1%	-3%	0%	-1%	-2%	3%	1%	-4	3%	0	1%
C[C@]12CCC(=O)C=C1CC[C@@H]1[C@@H]2CC[C@]2(C)C(=O)CC[C@@H]12	?	-2%	5%	2%	4%	-2%	0%	-3	-12%&-5%&5%	8	0%
NC(=O)C1(N2CCCCC2)CCN(Cc2ccccc2)CC1	8%	6%	2%	-3%	3%	1%	1%	-2	6%	8	10%
COc1ccc(CCNCc2ccsc2)cc1OC	?	3%[11.5 µM]	1%	-2%	8%	7%	3%	3	0%	13	2%
Cc1cc(OCc2nn[nH]n2)c2c3c(c(=O)oc2c1)CCCC3	5%	-3%	5%	4%	10%	0%	3%	-3	1%	-9	13%
CNCCc1ccc(O)c(O)c1	.	.	.	6%	4%	.	.	-6	-10%	-12	15%
CCCCOC(=O)C1=C(N)OC2=C(C(=O)CCC2)[C@]12C(=O)N(C)c1ccccc12	-1%	0%	-6%	-2%	18%	0%	2%	4	8%	1	-1%
CCCCCCN=C(C)c1c(O)n(Cc2ccccc2)c(=O)[nH]c1=O	-13%	-2%	-2%	8%	3%	0%	-2%	-6	-1%	-8	-15%

Copied from the list:
Cc1nonc1-c1nc(-c2nonc2N)n[nH]1 in PKM2 act is entered as -3%
CCCCCCN=C(C)c1c(O)n(Cc2ccccc2)c(=O)[nH]c1=O in TSHR antagonist is entered as -8
NC(=O)C1(N2CCCCC2)CCN(Cc2ccccc2)CC1 in ASM inhibitor is entered as 10%
